Screens deposited in PubChem BioAssay by Johns Hopkins Ion Channel Center.
TRPC6 inhibitor = inhibitors of mouse TRPC6 channel; Q61143; HEK293-TRPC6, membrane potential dye, ACh-evoked depolarization; active compounds read low; B-score at 10 µM; actives 1.1% (n = 310,000);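 active = B-score under library mean minus 3 SD, initial fluorescence not abnormally high, positive integrated signal ratio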;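 also: B-score derived from integrated fluorescence ratio over the kinetic read; more negative B-score means stronger inhibition of depolarization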
TRPC6 activator = activates the mouse TRPC6 cation channel. Q61143. HEK293-TRPC6 membrane potential dye fluorescence; active compounds read high. B-score at 10 µM. actives 0.13% (n = 310,000);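 active = B-score of the integrated fluorescence ratio above library mean plus 3 SD, and starting fluorescence ratio within library mean plus 5 SD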;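 also: higher score means more depolarization so channel activation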
ANO1 block = blocks the mouse calcium-activated chloride channel TMEM16A; Q8BHY3; HEK293 TMEM16A/YFP iodide influx fluorescence, ionomycin; normalized B-score (activity score, 25-100; higher = stronger inhibition) at 10 µM; actives 1.2% (n = 310,000);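 active = ratio plate-corrected score three or more library SD toward inhibition, starting fluorescence score within five deviations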;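 also: score derived from kinetic fluorescence span divided by baseline fluorescence per well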
TRPC4 inh = TRPC4 (mouse) channel inhibition; actives 0.39% (n = 300,000); B-score at 10 µM; HEK293 TRPC4beta/mu-opioid, DAMGO-evoked Fluo4 calcium flux; active compounds read low; Q9QUQ5;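 active = B-score over 3 SD under the library average, no early fluorescence shift, positive overall ratio signal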
Target sequence (Q9QUQ5 whole entry, looked up): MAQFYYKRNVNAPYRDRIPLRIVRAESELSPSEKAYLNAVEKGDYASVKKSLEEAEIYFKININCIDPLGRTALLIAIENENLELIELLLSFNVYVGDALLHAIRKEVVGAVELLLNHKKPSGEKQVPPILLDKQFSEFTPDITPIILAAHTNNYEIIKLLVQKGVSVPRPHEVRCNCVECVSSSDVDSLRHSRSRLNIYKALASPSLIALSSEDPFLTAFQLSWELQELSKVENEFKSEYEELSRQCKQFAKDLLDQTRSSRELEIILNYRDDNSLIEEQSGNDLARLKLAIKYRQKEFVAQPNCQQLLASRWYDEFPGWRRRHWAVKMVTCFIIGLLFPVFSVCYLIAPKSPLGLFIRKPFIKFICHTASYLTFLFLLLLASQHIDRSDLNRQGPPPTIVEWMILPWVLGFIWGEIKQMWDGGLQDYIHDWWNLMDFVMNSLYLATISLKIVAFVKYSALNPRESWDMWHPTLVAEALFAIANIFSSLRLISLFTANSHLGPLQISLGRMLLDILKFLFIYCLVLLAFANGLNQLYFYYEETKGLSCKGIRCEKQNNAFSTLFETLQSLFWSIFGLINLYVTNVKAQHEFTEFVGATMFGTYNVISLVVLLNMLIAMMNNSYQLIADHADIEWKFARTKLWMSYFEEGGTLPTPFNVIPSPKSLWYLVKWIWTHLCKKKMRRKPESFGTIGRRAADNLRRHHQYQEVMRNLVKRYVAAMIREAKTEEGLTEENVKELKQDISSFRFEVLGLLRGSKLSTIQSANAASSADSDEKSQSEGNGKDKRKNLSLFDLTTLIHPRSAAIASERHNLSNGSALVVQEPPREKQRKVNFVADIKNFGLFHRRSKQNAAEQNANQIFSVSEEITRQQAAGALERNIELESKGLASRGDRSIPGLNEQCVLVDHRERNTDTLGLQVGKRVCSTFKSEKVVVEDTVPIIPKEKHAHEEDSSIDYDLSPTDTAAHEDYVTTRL
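Assay system – HEK293 line stably carrying TRPC4beta and mu-opioid receptor · Doses – single dose · Detection – Fluo4 calcium-dye fluorescence, kinetic read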
MrgX1 PAM = allosterically activates human MrgX1 receptor signaling | Q96LB2 | B-score at 10 µM | MrgX1-HEK293, Fluo-4 calcium flux, FDSS; active compounds read high | actives 0.63% (n = 310,000);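 active = plate-corrected calcium response at least 3 library SD above typical, normal starting fluorescence, not activating the receptor alone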;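 also: compound read alongside a low EC10 to EC30 dose of BAM8-22 agonist; peak minus trough fluorescence over baseline measured at the second addition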
TRPC4 PAM = allosterically enhances the mouse TRPC4 cation channel; Q9QUQ5; HEK293 TRPC4beta/mu-opioid, DAMGO EC20, Fluo-4 Ca2+ flux; active compounds read high; B-score at 10 µM; actives 0.42% (n = 310,000); AID 2227;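 active = B-score of calcium response area above 5 SD of library B-scores, with initial fluorescence ratio within 5 SD of library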;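 also: B-score of integrated fluorescence ratio over time as area under calcium response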
MrgX1 ag = activates human MrgX1 receptor signaling | AID 588627 | MrgX1-HEK293 cells, Fluo-4 calcium fluorescence, agonist mode; active compounds read high | Q96LB2 | B-score at 10 µM | actives 0.44% (n = 310,000);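 active = calcium response B-score plate-corrected fluorescence ratio at least 3 library SD, with starting fluorescence B-score inside 5 SD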
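Assay system: stable human MrgX1 HEK293 cell line. Quantity: 15,000 cells per well. Schedule: cells plated overnight, dye loaded 0.5 h 37 °C, 0.5 h room temperature. Detection: Fluo-4 NW calcium-flux fluorescence, kinetic read. Read-out basis: peak-minus-minimum fluorescence over baseline, converted to B scores. Control set: positive and negative control wells on each plate.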
ANO1 activ = mouse TMEM16A channel activation, primary screen; HEK293 TMEM16A/YFP-H148Q/I152L, iodide quench fluorescence; active compounds read low; B-score at 10 µM; actives 0.3% (n = 340,000);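 active = fluorescence-ratio B-score plate-corrected deviation score at least 3 library SD below zero, with starting fluorescence score within 5 deviations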;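 also: channel opened by trigger with iodide after compound preincubation; score built on the fluorescence ratio of max minus min over baseline; more negative score means more quench and so TMEM16A activation or potentiation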
RGS4 inh = human RGS4 inhibition; HEK293 M3R/RGS4 inducible, Fluo-4 calcium flux; active compounds read high; triggered by carbachol at its EC20; B-score at 10 µM; actives 0.45% (n = 310,000); AID 463165;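 active = B-score, a plate-corrected calcium signal, over three deviations above library mean, with baseline fluorescence within five deviations of library mean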;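 also: RGS4 expression induced by doxycycline in cells with stable M3 receptor; B-score is computed from the integrated fluorescence ratio over baseline after carbachol; higher B-score means a larger calcium signal and so more RGS4 inhibition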
TRPC4 act = TRPC4 (mouse) channel activation. B-score at 10 µM. actives 0.49% (n = 310,000). Q9QUQ5. HEK293 TRPC4beta/mu-opioid, Fluo4 calcium fluorescence; active compounds read high;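 active = B-score above 5 SD of library B-scores, and initial fluorescence ratio not above library mean plus 5 SD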;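 also: positive B-score marks a calcium rise read as TRPC4 activation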
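Assay system: HEK293 cells stably co-expressing mouse TRPC4beta and mu-opioid receptor / Timing: Fluo4 dye loading 45 min at room temperature, 110 s recording / Signal: Fluo4 calcium-sensitive dye fluorescence, kinetic, 1 Hz baseline / Read-out: integrated baseline-normalised fluorescence ratio, converted to per-well B score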
MrgX1 antagonist = blocks BAM8-22 activation of human MrgX1 receptor; MRGX1-HEK293 calcium flux, Fluo-4, BAM8-22 antagonism; active compounds read low; Q96LB2; B-score at 10 µM; actives 1.3% (n = 310,000);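 active = calcium-response B-score plate-corrected more than 3 library SD below zero, starting fluorescence within 5 deviations, no agonist response on first addition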;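 also: peak minus trough fluorescence over baseline after final BAM8-22 challenge near maximal dose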
* = called active by the depositor; i = inactive; x = no result given.

Start of the data: the first 2 records, ahead of the listing:
SMILES	TRPC6 inhibitor	TRPC6 activator	ANO1 block	TRPC4 inh	MrgX1 PAM	TRPC4 PAM	MrgX1 ag	ANO1 activ	RGS4 inh	TRPC4 act	MrgX1 antagonist
CC1=NN(C(N)=S)C(=O)C1N=Nc1ccc(Cl)cc1 (stereo not given)	i	i	i	i	i	i	i	i	i	i	i
COC(=O)C1=C(C)N(C)C(=S)NC1c1cc(OC)ccc1OC (stereo not given)	i	i	i	i	i	i	i	i	i	i	i

This part in full, repeating the preview:
SMILES	TRPC6 inhibitor	TRPC6 activator	ANO1 block	TRPC4 inh	MrgX1 PAM	TRPC4 PAM	MrgX1 ag	ANO1 activ	RGS4 inh	TRPC4 act	MrgX1 antagonist
CC1=NN(C(N)=S)C(=O)C1N=Nc1ccc(Cl)cc1 (stereo not given)	i	i	i	i	i	i	i	i	i	i	i
COC(=O)C1=C(C)N(C)C(=S)NC1c1cc(OC)ccc1OC (stereo not given)	i	i	i	i	i	i	i	i	i	i	i
CC1(C)Cc2cccc(Oc3ccc(S(=O)(=O)N4CCCCC4)cn3)c2O1	i	i	i	i	11*	i	i	i	i	i	i
Cc1onc(-c2c(F)cccc2Cl)c1C(=O)Nc1nccs1	i	i	i	i	i	i	i	i	i	i	-4.6*
Cc1ccc(NC(=O)C2CCN(S(=O)(=O)c3ccc4c(c3)NC(=O)C(C)S4)CC2)c(Cl)c1 (stereo not given)	i	i	i	i	i	i	i	i	i	i	i
COc1ccc2c(c1)C1CC(C)(NC(=O)C1C(=O)c1ccccc1)O2 (stereo not given)	i	i	i	i	i	i	i	i	i	i	i
CCCCc1c(C)nc(Nc2ccc(OC)cc2)[nH]c1=O	i	i	i	i	i	i	i	i	i	i	i
CCN(CC)CCCNC(=O)CC1Oc2ccc(C)cc2NC1=O (stereo not given)	i	i	i	i	i	i	i	i	i	i	i
Cc1sc(N/N=C/c2ccco2)nc1-c1ccccc1	i	i	i	i	i	i	i	i	i	i	i
O=C(OCc1ccc([N+](=O)[O-])cc1)C1CCN(S(=O)(=O)c2ccccc2)CC1	i	i	i	i	i	i	i	i	i	i	i
Cc1ccc(C)c(N2CCN(S(=O)(=O)c3ccc4c(c3)NC(=O)CO4)CC2)c1	i	i	i	i	i	i	i	i	i	i	i
COCC(=O)NNC(=S)Nc1cccc(C)c1C	i	i	i	i	i	i	i	i	i	i	-5.1*
COc1ccc(CCN(C)C(=O)c2cncc(Br)c2)cc1OC	i	i	i	i	i	i	i	i	i	i	i
CCCCN(C)C(=O)c1coc(=O)c2ccccc12	i	i	i	i	i	i	i	i	i	i	i
CC1CCN(S(=O)(=O)c2ccc3c(c2)c(=O)c(C(=O)N2CCOCC2)cn3C)CC1	i	i	i	i	i	i	i	i	i	i	i
Cc1ccc(C(=O)c2c3ccccc3[n+]([O-])n2CCC(N)=O)cc1	i	i	i	i	i	i	i	i	i	i	i
Oc1ccc(/C=N/n2c(COc3ccccc3)n[nH]c2=S)c(O)c1	i	i	i	i	i	i	i	i	i	i	i
Cc1cc([N+](=O)[O-])nn1CCCC(=O)NCc1ccc(F)cc1	i	i	i	i	14*	i	i	i	i	i	i
CC(C)CCCN1CCN=C1N(C)C	i	i	i	i	i	i	i	i	i	i	i
O=C(CSc1ccc2nnc(-c3cccc(F)c3)n2n1)NCC1CCCO1 (stereo not given)	i	i	i	i	i	i	i	i	i	i	i
Cc1ccc(C(=O)COC(=O)CNS(=O)(=O)c2ccccc2)cc1[N+](=O)[O-]	i	i	i	i	i	i	i	i	i	i	i
Cc1sc2nc(CSc3cccc(C(F)(F)F)c3)[nH]c(=O)c2c1C	i	i	i	i	i	i	i	i	i	i	-5.1*
O=C1CC(c2cc(Br)ccc2F)c2cc3c(cc2N1)CCC3 (stereo not given)	i	i	i	i	i	i	i	i	i	i	i
COc1cc2c(C(=O)N3CCCc4ccccc43)cn(C)c(=O)c2cc1OC	i	i	i	i	i	i	i	i	i	i	i
O=C(CC1C(=O)NC2CCCCC2N1C(=O)c1ccc([N+](=O)[O-])cc1)Nc1ccccc1 (stereo not given)	i	i	i	i	i	i	i	i	i	i	i
c1ccc(OCc2nnc3sc(C4COc5ccccc5O4)nn23)cc1 (stereo not given)	i	i	i	i	i	i	i	i	i	i	i
O=C1c2cccnc2C(=O)N1c1cccc(-c2nc3ccccc3o2)c1	i	i	i	i	i	i	i	i	i	i	i
Cc1ccc(C(=O)NCCNC(=O)c2ccc(C)nc2)cc1	i	i	i	i	i	i	i	i	i	i	i
CC(=O)Nc1ccc(Nc2c([N+](=O)[O-])cc(S(C)(=O)=O)cc2[N+](=O)[O-])cc1	i	i	i	i	i	i	i	i	i	i	i
COc1ccc(NC(=O)COC(=O)CCCc2c[nH]c3ccccc23)cc1	i	i	i	i	i	i	i	i	i	i	i
NS(=O)(=O)c1cc(C(=O)NCC2CCCCC2)ccc1Cl	i	i	i	i	i	i	i	i	i	i	i
CCCOc1cccc(-c2nc3ccccc3c(=O)o2)c1	i	i	i	i	i	i	i	i	i	i	i
CC(=O)Nc1ccc(S(=O)(=O)Nc2ccc(NC(=O)c3ccco3)cc2)cc1	i	i	i	i	i	i	i	i	i	i	i
O=C(NCC(c1ccco1)N1CCc2ccccc2C1)c1c(F)cccc1F (stereo not given)	i	i	i	i	i	i	i	i	i	i	i
COc1cc(NC(=O)CSc2nc3[nH]ncc3c(=O)n2-c2ccc(Cl)cc2)cc(OC)c1	i	i	i	i	i	i	i	i	i	i	i
CCN(CC)c1ncnc2c1ncn2Cc1c(Cl)cccc1Cl	i	i	i	i	i	i	i	i	i	i	i
CC(=O)N/N=C/c1cc(C(C)(C)C)cc(/C=N/NC(C)=O)c1O	i	i	i	i	i	i	i	i	i	i	i
CCc1ccc(N/C(N)=N/c2nc(CSc3ncccn3)cc(=O)[nH]2)cc1	i	i	i	i	i	i	i	i	i	i	i
CN1CCN(S(=O)(=O)c2cccc(S(=O)(=O)c3ccc(Cl)c(Cl)c3)c2)CC1	i	i	i	i	i	i	i	i	i	i	i
CC(=O)N1CCN=C1SCc1ccccc1Cl	i	i	i	i	i	i	i	i	i	i	i
O=C(C[n+]1ccsc1)c1ccccc1	i	i	i	i	i	i	i	i	i	i	i
Cc1cc(C(=O)NC2CCCN(Cc3ccccc3F)C2)no1 (stereo not given)	i	i	i	i	i	i	i	i	i	i	i
Cc1ccc(CNC(=O)C2CC3Cn4c(nc5cc(C)c(C)cc54)C3N2C)o1 (stereo not given)	i	i	i	i	i	i	i	i	i	i	i
CC1SC(=Nc2ccccc2)N(S(=O)(=O)c2ccccc2)C1=O (stereo not given)	i	i	i	i	i	i	i	i	i	i	i
COc1ccc(CC(=O)NCc2n[nH]c(=S)n2-c2ccccc2OC)cc1	i	i	i	i	i	i	i	i	i	i	i
Cc1c(C(=O)NCC(C)C)sc2nc(-c3ccc(F)cc3)cn12	i	i	i	i	i	i	i	i	i	i	i
COc1ccc(C(=O)CSc2nnc(CNc3ccc(C)cc3C)o2)cc1	i	i	i	i	i	i	i	i	i	i	i
O=C(C1CCCN1S(=O)(=O)c1ccc(Cl)cc1)N1CCCCC1 (stereo not given)	i	i	i	i	i	i	i	i	i	i	i
C=CCNCc1ccc(C(=O)NCCCCCCC)cc1[N+](=O)[O-]	-7*	i	i	x	i	i	i	i	i	i	i
O=C(CCC1CCCCC1)Nc1ccccc1-c1ccccc1	i	i	100*	i	i	i	i	i	i	i	i
CC1(C)CC(=O)C=C(N2CCOCC2)C1	i	i	i	i	i	i	i	i	i	i	i
CC(C)CC(C(=O)NC1CCCCC1)N(Cc1ccccc1)C(=O)c1snc(C(N)=O)c1N (stereo not given)	i	i	i	i	i	i	i	i	i	i	i
COc1ccc(CNc2nc(-c3cccnc3)nn2C(C)=O)cc1	i	i	i	i	i	i	i	i	i	i	i
CC(C)(C)OC(=O)NC(Cc1ccccc1)C(=O)NC(CSC1CCCCO1)C(=O)NN (stereo not given)	i	i	i	i	i	i	i	i	i	i	i
CCOC(CNC(=O)Cn1nc(C)c2ccccc21)OCC	i	i	i	i	i	i	i	i	i	i	i
O=C(NCCS(=O)(=O)N1CCN(c2ccc(F)cc2)CC1)C1CC(=O)N(c2ccccc2)C1 (stereo not given)	i	i	i	i	i	i	i	i	i	i	i
CCOC(=O)C1=C(C)NC(C)=C(C(=O)OC)C1c1ccco1 (stereo not given)	i	i	i	i	i	i	i	i	i	i	i
O=C(Cc1cccs1)Nc1ccon1	i	i	i	i	i	i	i	i	i	i	i
NC(=O)CSc1nc2sc3c(c2c2ncnn12)CCCC3	i	i	i	i	i	i	i	i	i	i	i
CCCCOC(=O)C1=C(C)NC2=C(C(=O)CCC2)C1c1cc(OC)ccc1OC (stereo not given)	i	i	i	i	i	i	i	i	i	i	i
Further structures:
SMILES	TRPC6 inhibitor	TRPC6 activator	ANO1 block	TRPC4 inh	MrgX1 PAM	TRPC4 PAM	MrgX1 ag	ANO1 activ	RGS4 inh	TRPC4 act	MrgX1 antagonist
Cc1cccc(C)c1NC(=O)c1cccc(C(=O)Nc2c(C)cccc2C)n1	i	i	i	i	i	i	i	i	i	i	i
CC1CCCCC1NC(=O)c1ccc2c(c1)[nH]c(=O)n2C1CCCC1 (stereo not given)	i	i	i	i	i	i	i	i	i	i	i
O=C1c2oc3ccc(F)cc3c(=O)c2C(c2ccccc2)N1CC1CCCO1 (stereo not given)	i	i	i	i	i	i	i	i	i	i	i
Cc1cccnc1NC(=O)Cn1nc(C)c([N+](=O)[O-])c1C	i	i	i	i	i	i	i	i	i	i	i
N#C/C(=C\c1ccc(N2CCOCC2)o1)C(=O)Nc1ccc(O)cc1	i	i	i	i	i	i	i	i	i	i	i
Cc1cc(N2CCN(C(c3ccccc3)c3ccccc3)CC2)n2ncnc2n1	i	i	i	i	i	i	i	i	i	i	i
CC(=O)/C(C#N)=C1\NC(=O)C(Cc2ccc(C)c(Cl)c2)S1 (stereo not given)	i	i	i	i	i	i	i	i	i	i	i
O=C(Nc1c2c(nn1-c1ccc(F)cc1)CSC2)c1ccc(S(=O)(=O)N2CCOCC2)cc1	-5.6*	i	i	i	i	i	i	i	i	i	i
